# Screens as filed in PubChem BioAssay.
# XBP1 UPR activ – adaptive UPR (XBP1) activation | CHO-XBP1 luciferase reporter, IRE1-XBP1 UPR activation, luminescence; percent of tunicamycin response, DMSO as zero | activation, % at 20 µM | actives 0.33% (n = 330,000) | AID 463104;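 active = versus positive control, 20 µM dose yields 30% or more activation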;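 note: 100% = tunicamycin at 10 µg/mL and 0% = DMSO only wells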
#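 Material: CHO cell line with stable XBP1 luciferase reporter; buffer or medium: F12 medium containing 10% fetal bovine serum; compound: single point, 20 µM final compound, 1% DMSO; incubation: 6 h treatment, 37 °C; measured by: glow luminescence from Steady-Glo reagent; evaluation: activation, % of tunicamycin; control set: tunicamycin high, DMSO low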
# Mdm2-MdmX inh – disrupts the human Mdm2-MdmX interaction; AID 485346; O15151+Q00987; actives 3% (n = 330,000); SaOS-2 split-luciferase Mdm2/MdmX complementation, luminescence; inhibition, % at 8 µM;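 active = inhibition of at least 50% at 8 µM in the primary screen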
# Target sequence (O15151 whole entry, looked up): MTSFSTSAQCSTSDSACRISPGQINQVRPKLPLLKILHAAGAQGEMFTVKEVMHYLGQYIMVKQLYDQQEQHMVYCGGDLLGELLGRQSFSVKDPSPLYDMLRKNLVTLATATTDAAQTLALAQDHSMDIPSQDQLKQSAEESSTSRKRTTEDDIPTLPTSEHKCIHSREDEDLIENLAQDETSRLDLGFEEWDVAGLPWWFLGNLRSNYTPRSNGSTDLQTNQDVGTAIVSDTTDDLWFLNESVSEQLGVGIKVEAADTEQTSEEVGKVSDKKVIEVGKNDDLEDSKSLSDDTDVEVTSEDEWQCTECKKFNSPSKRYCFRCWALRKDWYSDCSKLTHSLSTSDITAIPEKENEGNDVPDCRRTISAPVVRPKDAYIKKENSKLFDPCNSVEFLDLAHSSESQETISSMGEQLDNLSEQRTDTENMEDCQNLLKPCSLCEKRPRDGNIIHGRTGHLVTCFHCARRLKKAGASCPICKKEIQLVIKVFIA
# Target sequence (Q00987 whole entry, looked up): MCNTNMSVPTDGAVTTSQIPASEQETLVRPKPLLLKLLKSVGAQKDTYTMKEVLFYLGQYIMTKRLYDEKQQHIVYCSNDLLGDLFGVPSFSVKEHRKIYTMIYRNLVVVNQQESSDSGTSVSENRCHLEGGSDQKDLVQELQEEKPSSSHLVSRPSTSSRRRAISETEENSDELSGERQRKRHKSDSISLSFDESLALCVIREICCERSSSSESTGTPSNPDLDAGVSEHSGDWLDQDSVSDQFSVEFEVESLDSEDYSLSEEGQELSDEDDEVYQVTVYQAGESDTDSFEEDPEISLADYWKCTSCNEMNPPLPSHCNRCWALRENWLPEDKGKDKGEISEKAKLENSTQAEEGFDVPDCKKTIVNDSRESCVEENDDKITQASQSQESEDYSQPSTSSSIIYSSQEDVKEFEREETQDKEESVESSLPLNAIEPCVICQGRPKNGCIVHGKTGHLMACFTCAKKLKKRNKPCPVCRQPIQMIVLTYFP
# Jurkat NFkB inh – lowers PMA/ionomycin-induced NF-kB signal in Jurkat cells | PMA/ionomycin-induced NF-kB luciferase reporter, luminescence | inhibition, % at 4 µM | actives 0.53% (n = 330,000); in the data active = inhibition above about 50%
# tim23-1 inh – growth inhibitors of tim23-1 mutant yeast. S. cerevisiae tim23-1 growth, BacTiter-Glo luminescence, 24 h. actives 1.3% (n = 330,000). inhibition, % at 20 µM;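 active = growth inhibition of the mutant yeast at or above 50%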;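 note: temperature-sensitive mutant grown at 25 °C; plate controls were DMSO-treated mutant yeast for no effect and medium wells lacking yeast for full effect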
# CHOP UPR activ – activators of apoptotic arm of unfolded protein response (CHOP). CHO-CHOP luciferase reporter, UPR activation, luminescence; percent of tunicamycin response over DMSO baseline. actives 0.34% (n = 330,000). activation, % at 10 µM;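 active = at 10 µM dose, activation of 40% or more, normalized to positive control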;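 note: 100% = tunicamycin at 10 µg/mL and 0% = DMSO alone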
#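 System: CHO CHOP reporter cells. Amount: 500 cells per well. Buffer or medium: F12 medium, 10% FBS. Compound dosing: one dose, 10 µM in 0.5% DMSO. Incubation: 6 h compound exposure at 37 °C after overnight seeding. Technique: Steady-Glo luciferase luminescence. Benchmarks: tunicamycin and DMSO controls.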
# tim10-1 inh – growth inhibitors of tim10-1 mutant yeast; inhibition, % at 20 µM; S. cerevisiae tim10-1 ts strain growth, BacTiter-Glo, 24 h; actives 2.2% (n = 330,000); AID 463190;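 active = inhibition of at least 40%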;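 note: mutant grown at 25 °C; 0% = DMSO wells with yeast and 100% = wells holding no yeast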
# TIM10 inh – growth inhibitors of TIM10 yeast strain. S. cerevisiae TIM10 strain growth, BacTiter-Glo luminescence, 24 h. inhibition, % at 10 µM. actives 1.4% (n = 330,000). AID 463195;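 active = inhibition of 40% or more at the single tested concentration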;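 note: wild-type TIM10 isogenic control strain grown at permissive 25 °C; 0% = DMSO yeast wells and 100% = minimal medium wells without yeast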
# 697 NFkB inh – inhibitors of the PMA/ionomycin-induced NF-kB reporter in 697 B cells | 697 B-cell NF-kB luciferase reporter, 16 h | inhibition, % at 4 µM | actives 0.33% (n = 330,000) | AID 435022; in the data active = inhibition above about 35%
# * hit, by the source's call.
SMILES,XBP1 UPR activ,Mdm2-MdmX inh,Jurkat NFkB inh,tim23-1 inh,CHOP UPR activ,tim10-1 inh,TIM10 inh,697 NFkB inh
CC(=O)/C(=N\Nc1ccc(Cl)cc1)Sc1nnc(-c2ccccc2)n1-c1ccccc1,0,8,5,17,2.6,24,25,-5
O=C(Nc1ccc2c(c1)C(=O)NC2=O)c1cc(Cl)ccc1Cl,2,-5,-7,-5,1.9,-20,8,-10
CC(C)(C)c1nnc(N/N=C/c2ccc(O)cc2)n(N)c1=O,2,-22,-7,-3,2.7,-1,-3,3
O=C(COC(=O)CCc1nc2ccccc2s1)Nc1ncc(Cl)cc1Cl,-4,-2,10,16,1.3,14,14,7
COc1ccc(C2=NN(C(=O)c3cccs3)C(c3ccccc3OC)C2)cc1OC (stereo unspecified),-1,17,-10,28,0.8,21,2,-10
Cc1nn(-c2ccccc2)c(Cl)c1/C=N/Nc1nncc(=O)[nH]1,-1,-9,5,7,-2.7,11,0,-14
COCCN(C(C)=O)c1nnc(-c2ccccn2)s1,-1,-19,-6,17,2.3,7,7,0
CCOC(=O)c1cn(CC2CC2)c2cc(F)c(F)cc2c1=O,0,23,-6,-19,-2.4,-8,-10,-3
Cc1ccc(S(=O)(=O)N(Cc2cccc([N+](=O)[O-])c2)C(=O)N2CCN(C)CC2)cc1,0,-17,-32,14,0.1,26,4,-17
CS(=O)(=O)c1ccc(Cl)c(C(=O)NCC2CCCCC2)c1,-3,21,-9,-1,-1.3,7,-27,7
Cc1cc2nc(/C(C#N)=C\c3ccc(-c4ccccc4C(=O)O)o3)[nH]c2cc1C,-1,-5,-31,30,-0.3,46*,10,-76
CCC(CC)C(=O)Nc1nnc(S(=O)(=O)N2CCCc3ccccc32)s1,-2,3,-4,3,-2.3,16,8,-18
CCCCn1c(N)c(N(CC(C)C)C(=O)c2ccc(-c3ccc(C(C)=O)cc3)o2)c(=O)[nH]c1=O,-1,-8,-1,0,1.7,5,7,15
COc1ccc(Cn2c(=O)oc3ccc(C)cc32)cc1OC,-1,26,5,6,1.3,20,-19,-46
Nc1c(S(=O)(=O)c2cccc(Cl)c2)c2nc3ccccc3nc2n1/N=C/c1ccc(O)c(O)c1,12,84*,3,33,16,20,10,-8
Cc1ccc(N2CCN(/N=C/c3ccncc3)CC2)cc1,-1,9,17,18,0.4,16,6,-15
O=C(CC1CCCCC1)Nc1ccc(-c2ccc3nncn3n2)cc1,1,19,6,17,-1.0,7,10,-4
Cc1ccccc1CNC(=O)C(=O)NCCC1CCCCN1S(=O)(=O)c1cccs1 (stereo unspecified),2,-7,-5,18,1.2,29,11,-26
Cc1cc(S(=O)(=O)NCc2ccco2)c(C)s1,0,19,-2,14,1.2,18,-6,14
CCOC(=O)C1CCCN(Cc2cccs2)C1 (stereo unspecified),1,7,-14,13,-0.3,6,-5,10
CCOc1ccc(NC2=CC(=O)CC(c3ccco3)C2)cc1 (stereo unspecified),2,13,6,8,2.4,18,17,-3
CC(C)C[C@H]1CN=C(Nc2ccccc2)N1CCc1cccc(F)c1,-2,58*,-11,-31,2.6,-11,-2,-1
CCN(CC(=O)Nc1ccc(NC(C)=O)cc1)C(=O)c1oc2ccccc2c1C,0,-4,-5,6,-0.4,6,1,6
COc1cc([N+](=O)[O-])ccc1NC(=O)CN(C)C,-2,-7,4,-17,-1.0,-24,-8,12
O=S(=O)(c1ccccc1)N1CCN(S(=O)(=O)c2ccccc2)C1,1,-6,10,8,1.2,8,-2,20

# Printed as active in Mdm2-MdmX inh (from the list above):
mol	XBP1 UPR activ	Mdm2-MdmX inh	Jurkat NFkB inh	697 NFkB inh
Nc1c(S(=O)(=O)c2cccc(Cl)c2)c2nc3ccccc3nc2n1/N=C/c1ccc(O)c(O)c1	12	84*	3	-8
CC(C)C[C@H]1CN=C(Nc2ccccc2)N1CCc1cccc(F)c1	-2	58*	-11	-1

# Quoted at random: two records from the list, in no set order.
SMILES,XBP1 UPR activ,Mdm2-MdmX inh,Jurkat NFkB inh,tim23-1 inh,CHOP UPR activ,tim10-1 inh,TIM10 inh,697 NFkB inh
Cc1ccc(N2CCN(/N=C/c3ccncc3)CC2)cc1,-1,9,17,18,0.4,16,6,-15
Cc1ccccc1CNC(=O)C(=O)NCCC1CCCCN1S(=O)(=O)c1cccs1 (stereo unspecified),2,-7,-5,18,1.2,29,11,-26

# Next section
SMILES,XBP1 UPR activ,Mdm2-MdmX inh,Jurkat NFkB inh,tim23-1 inh,CHOP UPR activ,tim10-1 inh,TIM10 inh,697 NFkB inh
CCCCOc1ccc(NC(=O)c2cc(F)c(F)cc2Cl)cc1,4,-12,2,17,4.2,1,-2,-30
COc1ccc(N(CC(=O)N2c3ccccc3CC2C)S(=O)(=O)c2c(C)nn(C)c2C)cc1 (stereo unspecified),1,9,-2,2,0.8,14,2,6
COc1ccc(C2OC(=O)c3ccccc3S2)cc1 (stereo unspecified),0,-11,-28,43,0.7,27,11,-9
CC(=O)OC1COC(OC2C(O)C(C)OC(OC3C(OC4CCC5(C)C(CCC6(C)C5CC=C5C7CC(C)(C)CCC7(C(=O)O)CCC56C)C4(C)CO)OCC(O)C3O)C2O)C(O)C1OC(C)=O (stereo unspecified),0,17,4,34,2.1,22,5,4
CS/C(=C\[N+](=O)[O-])Nc1ccc(Cl)cc1,-2,2,17,31,-0.9,23,39,21
O=C(O)c1cc2ccc3cccc4ccc(c1)c2c34,1,14,-12,33,-0.6,43*,34,7
O=C(CSc1nnc(-c2cccnc2)o1)OC1CCCCC1,1,-4,3,18,0.9,19,5,17
Cc1cc(-c2nc3ncccc3o2)ccc1NC(=O)CC(C)C,8,-15,-35,3,1.7,1,9,-48
Cc1ccc(NC(=O)NC(=S)NC(=O)c2ccccc2)cc1,4,2,-16,-10,2.9,-19,-2,-18
COc1ccc(/C=N/NC(=O)CN(CCc2ccccc2)S(=O)(=O)c2ccc(NC(C)=O)cc2)cc1OC,5,-2,21,15,5.0,3,14,-56
COc1ccc(Cl)cc1NC(=O)CN(C)CC(=O)Nc1ccc(S(N)(=O)=O)cc1,-2,9,-6,-2,4.4,5,9,1
O=C(CCCC(=O)NCC1CCCO1)NCC1CCCO1 (stereo unspecified),2,19,-2,1,0.3,-2,5,4
CCOc1cc(S(=O)(=O)NC2CCCCCC2)ccc1F,-2,15,12,39,-0.8,18,-65,-19
O=C(Nc1cccc(C(F)(F)F)c1)OCc1ccncc1,-5,0,-14,6,0.9,16,12,-27
O=C1N=C(c2ccccc2)C(c2ccccc2)N1 (stereo unspecified),0,21,-4,12,-1.6,6,3,11
O=S1(=O)NC(=NCc2ccco2)c2ccccc21,-3,15,-13,-2,-1.5,-2,8,8
O=C(O)C#Cc1cccc2ccccc12,-2,1,-3,7,1.8,-16,2,10
O=C(NCCN1CCOCC1)c1ccc(CS(=O)(=O)c2ccc(Br)cc2)o1,0,-17,10,3,-0.4,-3,0,8
CCC(=O)NNc1nc2c(C)cccc2s1,2,19,1,-4,-2.6,3,8,8
Cc1ccc(-n2ccc(=O)c(C(=O)Nc3ccc(S(=O)(=O)Nc4nccs4)cc3)n2)cc1,-4,21,9,-5,-0.3,-4,-1,20
CCC(=O)N(C)CCc1cc2c(c(OC)c1/C=N/NC(=O)[C@H]1C[C@@H]1c1ccccc1)OCO2,-1,-4,3,5,2.2,15,14,3
COc1cc(NC(=O)c2ccc(S(=O)(=O)N(C)C)cc2)cc(OC)c1OC,-3,32,13,7,-1.8,15,10,23
NC(=O)c1c(NC(=O)c2c(F)cccc2F)sc2c1CCN(Cc1ccccc1)C2,0,44,-6,17,-0.6,22,13,-12
CC1CCCCN1CCCNC(=O)CCCN1C(=O)c2cccnc2Sc2ccccc21 (stereo unspecified),-3,19,-2,-5,-0.4,-18,-2,-17
O=C(Nc1cccc(Cl)c1)c1csc(-c2ccccc2)n1,3,-6,3,32,0.3,44*,22,11

# Whole records, quoted from the list:
# O=C(O)c1cc2ccc3cccc4ccc(c1)c2c34 is listed as XBP1 UPR activ: 1; Mdm2-MdmX inh: 14; Jurkat NFkB inh: -12; tim23-1 inh: 33; CHOP UPR activ: -0.6; tim10-1 inh: 43*; TIM10 inh: 34; 697 NFkB inh: 7
# Cc1ccc(-n2ccc(=O)c(C(=O)Nc3ccc(S(=O)(=O)Nc4nccs4)cc3)n2)cc1 is listed as XBP1 UPR activ: -4; Mdm2-MdmX inh: 21; Jurkat NFkB inh: 9; tim23-1 inh: -5; CHOP UPR activ: -0.3; tim10-1 inh: -4; TIM10 inh: -1; 697 NFkB inh: 20

# Next compounds follow.
SMILES,XBP1 UPR activ,Mdm2-MdmX inh,Jurkat NFkB inh,tim23-1 inh,CHOP UPR activ,tim10-1 inh,TIM10 inh,697 NFkB inh
Cc1ccc(S(=O)(=O)N(C)Cc2nc(-c3ccccn3)no2)cc1,2,-4,-6,28,2.7,7,7,21
O=C(c1cc(-c2ccncc2)nc2ccccc12)N1CCN(S(=O)(=O)/C=C/c2ccccc2)CC1,-5,24,20,1,-0.4,11,20,5
O=C(/C=C/c1ccc(Br)o1)Nc1nnc(C2CC2)s1,2,9,-4,-7,2.7,27,-11,4
O=C(Cn1ncc2c([nH]c3ccccc32)c1=O)Nc1ccc(F)cc1F,-6,14,-1,-2,-0.5,-2,-13,1
COC(=O)c1cc(OC)c(OC)cc1NC(=O)CSc1nnc(-c2cccnc2)n1C,2,11,-3,-2,-1.9,7,-8,-5
CCCCSc1nnc2c(n1)[nH]c1ccccc12,2,-57,-122,-19,1.7,8,-26,-314
O=C1c2ccccc2C(Nc2ccc(S(=O)(=O)N3CCCCCC3)cc2)N1Cc1ccco1 (stereo unspecified),-1,13,25,25,0.3,13,9,3
COc1ccc(C(C(=O)NC2CCCC2)N(Cc2ccccc2)C(=O)c2snc(C(N)=O)c2N)cc1OC (stereo unspecified),-5,1,-6,22,-2.4,29,-8,-11
